All columns: NCI-60 one-dose screen, growth in % after 48 h at 10 µM unless noted; 100 = growth as untreated, 0 = no growth, -100 = all killed.
SN12C = SN12C renal cancer cells. 3.8% of 81,000 active
TK-10 = TK-10 renal cancer cells; 3.9% of 81,000 active; AID 1794769
UO-31 = UO-31 renal cancer | 5.2% of 81,000 active | AID 1794768
CAKI-1 = CAKI-1 renal cancer | 4.7% of 75,000 active
786-0 = 786-0 renal cancer cells; AID 1794775; 5.1% of 81,000 active
RXF 393 = RXF 393 renal cancer cells; AID 1794773; 6.9% of 77,000 active
DU-145 = DU-145 prostate cancer; AID 1794760; 4.2% of 81,000 active
A498 = A498 renal cancer cells | 5.4% of 76,000 active
ACHN = ACHN renal cancer. 4.9% of 81,000 active
Active calls of the source: *; . = not tested or not shown; & = joins results of further samples; [ ] = another dose, or the depositor's remark. The calls were made as follows: active = growth percent below 10; inactive = the rest.

Results follow in this order: SN12C	TK-10	UO-31	CAKI-1	786-0	RXF 393	DU-145	A498	ACHN
(1) CN1CCCNc2c(c(=O)c2=O)NCCCN(C)CCCNc2c(c(=O)c2=O)NCCCN(C)CCCNc2c(c(=O)c2=O)NCCCN(C)CCCNc2c(c(=O)c2=O)NCCCN(C)CCCNc2c(c(=O)c2=O)NCCCN(C)CCCNc2c(c(=O)c2=O)NCCC1
→ 95	85	85	106	95	.	46	80	89
(2) COc1cccc(-c2nn(-c3ccccc3)cc2-c2ccnc(NCCCNS(=O)(=O)c3ccccc3)c2)c1
→ 39	47	14	48	43	36	52	42	28
(3) CCOC(=O)CC(C)(N)NC(N)=O (stereo not given)
→ 106	100	91	98	98	101	108	102	121
(4) CCCCCCCCCCCC(=O)OCCNC(=O)C[n+]1ccccc1
→ 102	101	83	.	112	110	131	.	100
(5) O=c1[nH]c(=O)n(Cc2ccc(F)cc2)cc1F
→ 100[50 µM]	.	89[50 µM]	95[50 µM]	105[50 µM]	111[50 µM]	110[50 µM]	92[50 µM]	105[50 µM]
(6) CCCCCCCCCCCCCCCCC1CO1 (stereo not given) (tested in a mixture with another compound)
→ 108	104	66	100	110	101	122	93	104
(7) CCOC(=O)C(/C=N/C(N)=S)=C(/O)c1ccccc1
→ 98	96	93	96	102	107	.	92	100
(8) COc1cc(-c2c3c(cn2S(=O)(=O)c2ccccc2)-c2nc(NC(=O)c4ccccc4)sc2CC3)cc(OC)c1OC
→ 90	120	85	88	95	86	101	98	94
(9) N#Cc1c(NC(=O)c2ccc(C(F)(F)F)cc2C(F)(F)F)sc2c1CCC(=O)C2
→ .	-28*	-100*	-68*	4.4*	-59*	24	29	-99*
(10) Cc1cccnc1NC(=O)c1csnn1
→ 92	72	84	71	110	121	104	103	108
(11) O=CNc1ccc(C(=O)O)cc1
→ 102	94	96	105	100	103	113	95	102
(12) CCOc1ccc(NC(=O)CSc2nc3ccccc3c(=O)n2CCc2ccc(S(N)(=O)=O)cc2)cc1
→ 86	82	68	87	76	84	96	116	94
(13) O=C(Cc1ccc(F)c(Cl)c1)Nc1cc(C2CC2(F)F)nn1CC1CCCCC1 (stereo not given)
→ 97	107	86	93	95	.	108	95	112
(14) CCOC(=O)C(CCCCS(=O)(=O)O)C(=O)OCC
→ 108	115	95	99	103	97	109	66	104
(15) CNC(=O)c1cc(Oc2ccc3nc(NC(=O)c4ccc5c(c4)OCCO5)sc3c2)ccn1
→ 107	105	95	98	97	102	98	95	106
(16) O=C(Nc1ccc2ncnc(NNc3ccccn3)c2c1)c1cccs1
→ 93	89	61	.	86	70	.	86	83
(17) C=CCC(CC)C(=O)NC(=O)N1CCCc2ccccc21 (stereo not given)
→ 99&88	113&111	76&96	98&52	106&103	87&102	133&118	121&123	100&94
(18) COc1cc(C2SCC(=O)N2NC(=O)c2ccc(NC(=O)c3ccccn3)cc2)cc(OC)c1OC (stereo not given)
→ 106	108	106	107	102	101	110	.	97
(19) Cn1c2c(c3ccccc31)CCN1C(=O)Nc3ccccc3C21 (stereo not given)
→ 99	98	70	95	99	107	101	85	103
(20) CNC(=O)c1cc(Oc2ccc3nc(NC(=O)NC(C)C)sc3c2)ccn1
→ 86	89	79	92	80	95	99	51	94

By substructure: the compounds so far with a halogen.
Results follow in this order: SN12C	TK-10	UO-31	CAKI-1	786-0	RXF 393	DU-145	A498	ACHN
(5) O=c1[nH]c(=O)n(Cc2ccc(F)cc2)cc1F
→ 100[50 µM]	.	89[50 µM]	95[50 µM]	105[50 µM]	111[50 µM]	110[50 µM]	92[50 µM]	105[50 µM]
(9) N#Cc1c(NC(=O)c2ccc(C(F)(F)F)cc2C(F)(F)F)sc2c1CCC(=O)C2
→ .	-28*	-100*	-68*	4.4*	-59*	24	29	-99*
(13) O=C(Cc1ccc(F)c(Cl)c1)Nc1cc(C2CC2(F)F)nn1CC1CCCCC1 (stereo not given)
→ 97	107	86	93	95	.	108	95	112

Random excerpt: 3 records from the list, in no set order.
Results follow in this order: SN12C	TK-10	UO-31	CAKI-1	786-0	RXF 393	DU-145	A498	ACHN
(2) COc1cccc(-c2nn(-c3ccccc3)cc2-c2ccnc(NCCCNS(=O)(=O)c3ccccc3)c2)c1
→ 39	47	14	48	43	36	52	42	28
(19) Cn1c2c(c3ccccc31)CCN1C(=O)Nc3ccccc3C21 (stereo not given)
→ 99	98	70	95	99	107	101	85	103
(20) CNC(=O)c1cc(Oc2ccc3nc(NC(=O)NC(C)C)sc3c2)ccn1
→ 86	89	79	92	80	95	99	51	94

Next results follow:
Results follow in this order: SN12C	TK-10	UO-31	CAKI-1	786-0	RXF 393	DU-145	A498	ACHN
(21) O=C(Oc1cccc(OC(=O)c2ccc(Cl)cc2)c1)c1ccc(Cl)cc1
→ 106	108	91	102	96	115	107	.	111
(22) NC(=O)C1CC2C=CC1C2 (stereo not given)
→ 100&103	117&120	87&100	69&76	116&98	90&108	115&114	89&112	95&101
(23) Nc1nc(SCC(=O)O)c2[nH]cnc2n1
→ 99	87	88	.	103	106	108	103	109
(24) COc1ccc(-c2nc(-c3cccnc3)[nH]c2-c2ccc(OC)cc2)cc1
→ 77	97	.	99	82	72	82	71	89
(25) CC(C)C(=O)Nc1ncc(C(=O)NCCN(Cc2ccccc2)C(=O)c2ccc(S(=O)(=O)Nc3ccccc3)cc2)s1
→ 91	100	80	92	97	95	109	88	101
(26) CCN(CC)CCC(CNc1c2ccc(Cl)cc2nc2ccc(OC)cc12)c1ccccc1 (stereo not given)
→ 17	-11*	-95*	-40*	-85*	-98*	-23*	89	-95*
(27) COc1cc(C(N)CCc2ccc3c(c2)OCO3)cc(OC)c1OC (stereo not given)
→ 103	91	89	.	89	112	106	111	110
(28) COc1ccccc1C(O)c1ccccc1 (stereo not given)
→ 109	106	79	84	83	100	100	100	91
(29) Cn1c2c(Cl)c(Cl)ccc2c2cn[nH]c(=O)c21
→ 104	151	93	112	100	.	127	120	99
(30) O=C(Nc1ccccc1O)c1ccccc1
→ 96	106	96	92	.	111	108	103	121
(31) COc1ccc(CCNC(=O)Cn2nc(N3CCCCC3)ccc2=O)cc1OC
→ 102	109	90	98	97	101	105	98	126
(32) Nc1ccc2c(O)c(N=Nc3ccc([N+](=O)[O-])cc3)c(S(=O)(=O)O)cc2c1
→ 97	113	72	.	103	93	103	.	87
(33) C=CCN1C(=O)[C@]2(SC1=S)[C@H](c1cccc(Cl)c1)CN(C)[C@]21C(=O)NC2C=CC(Cl)=C[C@H]21 (stereo not given in full)
→ -54*	71	-41*	.	25	35	49	77	.
(34) COc1cccc(-c2nc3cc(NC(=O)c4ccc(Cl)c(C#N)c4)ccc3o2)c1
→ 40	-13*	34	26	-92*	.	8.2*	62	36
(35) CCCCn1c(C)nc2ccc(Nc3nc(N4CCOCC4)nc4nc[nH]c34)cc21
→ 72	71	36	81	72	31	76	23	79
(36) Cc1cc(=S)oc2c(O)c(O)ccc12
→ 80	120	.	64	80	.	77	126	73
(37) COc1cc(/C=N/NC(=O)c2cn3c4c(c(N5CCN(C)CC5)c(F)cc4c2=O)OCC3C)ccc1O (stereo not given)
→ 99	94	92	88	99	83	104	.	101
(38) O=c1[nH]c(=O)c2ccccc2o1
→ 92&107	89&106	60&79	103&89	87&97	88&121	117&113	88&99	105&102
(39) CC(C)=CCCC(C)c1ccc(C)c2c1OCN(CCCCC(=O)O)C2 (stereo not given)
→ 98	86	70	81	83	102	118	99	99
(40) CC(=O)OCCN(CCOC(C)=O)CCOC(C)=O
→ 98	99	80	100	119	117	104	91	101
(41) COc1ccc(C(=O)C[n+]2ccn(CC(=O)Nc3cccc4cccnc34)c2)cc1
→ 80	103	73	93	.	93	86	79	103
(42) O=P(OCC1CCCO1)(OCC1CCCO1)OCC1CCCO1 (stereo not given)
→ 102	109	83	76	101	102	109	109	86
(43) C[C@@H]1C(=O)N(C[C@H](Cc2ccccc2)NC(=O)OCc2ccccc2)[C@]1(Cc1ccccc1)C(=O)OCc1ccccc1
→ .	29	16	32	58	42	78	38	32
(44) CC1CCC(=NNS(=O)(=O)c2ccc([N+](=O)[O-])cc2)CC1 (stereo not given)
→ 101	99	.	95	105	125	109	84	95
(45) Clc1ccc(-c2nnc(CNc3ccccn3)o2)cc1
→ 97	112	86	96	111	108	107	101	91
(46) NS(=O)(=O)c1ccc(NC(=O)N2CCN(c3ccc(Cl)c(Cl)c3)CC2)cc1
→ 84	76	92	81	86	91	93	61	97
(47) CCCCCCCCN(CC(=O)O)CC(=O)O
→ 107	144	89	97	104	111	115	105	95
(48) COc1ccc(-c2cc(-c3ccc(OC)cc3)c3sc(=O)[nH]c3n2)cc1
→ 74	90	53	77	79	78	107	-1.4*	94
(49) COc1ccc(C2CC(c3ccc(Nc4nc(NCCO)nc(N5CCOCC5)n4)cc3)=Nc3c(N)nc(N)nc3N2)cc1 (stereo not given)
→ 97	115	94	94	97	114	103	88	102
(50) O=C(O)c1cn(C2CC2)c2cc(N3CCN(Cc4cc(-c5ccccc5)no4)CC3)c(F)cc2c1=O
→ 85	151	78	82	83	94	103	63	89

Exported with one line to a screen: entries from further up
39) CC(C)=CCCC(C)c1ccc(C)c2c1OCN(CCCCC(=O)O)C2 (stereo not given)
40) CC(=O)OCCN(CCOC(C)=O)CCOC(C)=O
41) COc1ccc(C(=O)C[n+]2ccn(CC(=O)Nc3cccc4cccnc34)c2)cc1
Screen / compound no.,39,40,41
SN12C,98,98,80
TK-10,86,99,103
UO-31,70,80,73
CAKI-1,81,100,93
786-0,83,119,.
RXF 393,102,117,93
DU-145,118,104,86
A498,99,91,79
ACHN,99,101,103

The list goes on.
Results follow in this order: SN12C	TK-10	UO-31	CAKI-1	786-0	RXF 393	DU-145	A498	ACHN
(51) CC1(C)CC[C@]2(C(=O)O)CC[C@]3(C)C(=CCC4[C@@]5(C)C[C@@H](O)[C@@H]6OC(c7cccc(F)c7)OC[C@@]6(C)C5CC[C@]43C)C2C1 (stereo not given in full)
→ 28	32	34	49	59	67	37	79	18
(52) CCCCCCCCCCCCCCCCCCOC(=O)NC1c2ccccc2Oc2ccccc21
→ .	98	84	102	101	106	109	99	102
(53) CCCCCCCCOB(OCCCCCCCC)OCCCCCCCC
→ 105	97	91	110	111	100	102	104	111
(54) CN(Cc1ccccc1)C(=O)N/C(N)=N/c1nc2ccccc2s1
→ 91	70	74	66	83	86	94	80	83
(55) NS(=O)(=O)c1ccc(N2N=C(c3cccs3)CC2c2ccccc2O)cc1 (stereo not given)
→ 17	24	35	24	11	27	-45*	-13*	16
(56) CS(=O)(=O)c1ccc(-c2nc3ccccn3c2C=Nc2ccc(F)cc2)cc1
→ 92	110	85	75	97	108	100	70	84
(57) CN1CCN(Cc2ccc(NC(=O)c3cncc(C#Cc4cnc(N)c5ncccc45)c3)cc2Cl)CC1
→ 93	104	65	74	-78*	22	77	104	42
(58) COc1ccc2nc3cc(Cl)ccc3c(NCCNCC(C)O)c2c1 (stereo not given)
→ 27	-16*	32	48	35	.	29	37	23
(59) COc1ccc(C2Nc3c(c(C(C)(C)C)nn3-c3ccccc3)C(=O)CS2)cc1OC (stereo not given)
→ 97	103	70	87	96	107	108	107	105
(60) COc1ccc(C2C3N=C4N(NC(=O)N4c4ccccc4)C3=Nc3nc(-c4ccc(Cl)cc4)nn32)cc1 (stereo not given)
→ 96	138	60	65	101	114	115	77	92
(61) CC(C)CNC(=O)c1ccccc1Cl
→ 103	99	90	98	95	105	109	91	106
(62) COc1ccc(CCN2C(=O)c3[nH]nc(-c4cc(Cl)c(C)cc4O)c3C2c2ccccc2F)cc1 (stereo not given)
→ 94	106	80	94	98	102	104	110	94
(63) O=C(CN1C(=O)c2ccccc2C1=O)N1CCOCC1
→ 98	84	96	107	102	114	109	122	104
(64) Oc1cc2ccccc2c(-c2c(O)c(O)cc3ccccc23)c1O
→ 49	19	14	19	50	73	47	59	23
(65) CCN1C(=O)N(CC)C2Nn3c(s/c(=C\c4cccc(F)c4)c3=O)=NC21 (stereo not given)
→ 80	109	65	49	78	.	59	46	67
(66) BrC(Br)(Br)COCOCC(Br)(Br)Br
→ 101	90	84	93	102	101	108	105	99
(67) O=C(Nc1cccc([N+](=O)[O-])c1)c1ccc(Cl)c(Cl)c1
→ 68	50	95	86	67	63	75	80	50

Values by screen from above.
SN12C for entries 61 to 67, in order: 103, 94, 98, 49, 80, 101, 68
TK-10 for entries 61 to 67, in order: 99, 106, 84, 19, 109, 90, 50
A498 for entries 61 to 67, in order: 91, 110, 122, 59, 46, 105, 80
